RSV CPE inhibition: RSV antiviral activity via CPE protection, HEp-2 cells, primary 10 µM value included (AID 2391) | CPE inhibition, % at 10 µM; hits with a dose series show IC50 in µM | 310,000 compounds, 0.13% hits | HEp-2 cells, RSV-induced CPE inhibition; higher % means a stronger effect; in the data active means a potency from the dose series; inconclusive means CPE inhibition mostly from about 23% at the one dose, without a potency; inactive means the rest, 99 in 100 with CPE inhibition below about 21%; further: strong numbers were not always called active
T cell HTS: modulators of CD8 T cell-vesicle binding, primary screen, mouse 2C CD8+ T cells, flow cytometry; 2C CD8+ T cell-vesicle binding; hits give low values; calls only at 7 µM; 330,000 compounds, 0.068% hits; AID 2052, 2009;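 active means response, share of CD8 T cells binding vesicles, and their 90th percentile fluorescence all below set limits, cut at about 80% in these data, passing the limit was not always enough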
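Material: 2C TCR transgenic mouse naive CD8+ T cells, MACS-purified. Also added: QL9-charged Drosophila Ld/ICAM-1/B7-1 vesicles. Timing: binding 1.5 h at 37 °C. Measured by: high-throughput flow cytometry with anti-B7-1 and anti-CD8 staining. Read-out: percent CD8+ FL2 mean versus row control. Controls: Unloaded micro-vesicles (low), QL9 vesicles with 0.7% DMSO (high).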
PhoP inhibition: inhibitors of PhoP regulon expression, primary screen, Salmonella Typhimurium, GFP reporter (AID 1863). S. Typhimurium PhoP-regulated promoter GFP reporter, 4 h; higher % means a stronger effect. 300,000 compounds, 0.16% hits. one-dose inhibition, % at 50 µM; IC50 in µM for titrated hits;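 active means inhibition over 29.93%, a cutoff 3 SD above the screen mean, later confirmed by dose response; inconclusive means inhibition over 29.93% but no dose response follow-up; inactive means inhibition at most 29.93% or unconfirmed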;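 further: 0% = low Mg2+ inducing control and 100% = high Mg2+ repressing control; strong numbers were not always called active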
UTI89 phage lysis: inhibition of K1F phage lysis, E. coli UTI89, bacterial capsule biogenesis inhibitors, alamar blue (AID 488966); E. coli UTI89 K1F phage lysis, alamar blue, 2 h; higher % means a stronger effect; one-dose inhibition, % at 100 µM; IC50 in µM for titrated hits; 340,000 compounds, 0.02% hits;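 active means phage lysis inhibition, versus mean bacterial control, above a set limit; inconclusive means no clear call, values can overlap the other calls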;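 further: capsule biogenesis inhibitors block K1F phage lysis so surviving cells raise fluorescence; higher fluorescence means more inhibition of phage lysis; actives were called in the ten point dose series up to 300 µM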
NS5 inhibitors: Dengue-2 NS5 methyltransferase inhibitors, primary screen, biochemical, confirmation dose response (AID 588689) | Dengue-2 NS5 methyltransferase capping enzyme assay, biochemical; higher % means a stronger effect | inhibition, % at 25 µM, or IC50 in µM where a hit was titrated | 340,000 compounds, 0.3% hits; in the data active means a potency from the dose series; inconclusive means inhibition above about 29% without an active follow-up result
West Nile antiviral: West Nile virus antiviral activity, cell-based, CPE readout (AID 1621) | West Nile virus-infected cells, CPE inhibition; higher % means a stronger effect | CPE inhibition, % at 10 µM, or IC50 in µM where a hit was titrated | 290,000 compounds, 0.02% hits; in the data active means a potency from the dose series; inconclusive means CPE inhibition mostly from about 3.7% at the one dose, without a potency; inactive means the rest, 99 in 100 with CPE inhibition below about 2.2%; further: strong numbers were not always called active
Rac1 GTP hydrolysis: MgcRacGAP GTPase-activating activity inhibitors, confirmation, biochemical, ADP Hunter fluorescence. Rac GTPase-activating protein 1 (Homo sapiens). MgcRacGAP-stimulated Rac1 GTP hydrolysis, ADP Hunter fluorescence; higher % means a stronger effect; GST-tagged Rac1 F28L mutant substrate. one-dose inhibition, % at 30 µM; IC50 in µM for titrated hits. 340,000 compounds, 0.6% hits;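 active means first-screen hits whose inhibition reached a set limit at any dose in the follow-up dose series; inconclusive means inhibition above the set first-screen limit but never retested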;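 further: fluorescence reports GDP produced by GAP-driven GTP hydrolysis; strong numbers were not always called active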
Large T inhibition: SV40 large T antigen inhibitors, biochemical (AID 1903) | SV40 large T antigen ATPase/helicase inhibition assay; higher % means a stronger effect | inhibition, % at 20 µM; hits with a dose series show IC50 in µM | 310,000 compounds, 0.39% hits; in the data active means a potency from the dose series; inconclusive means inhibition mostly from about 32% at the one dose, without a potency; inactive means the rest, 99 in 100 with inhibition below about 32%; further: strong numbers were not always called active
NTR1 ag: agonists of NTR1, primary screen, imaging, U2OS cells, beta-arrestin-GFP, high content (AID 493036); Neurotensin receptor type 1 (Homo sapiens), P30989; NTR1-U2OS beta-arrestin-GFP spot imaging, agonist mode; activation, % at 20 µM; 330,000 compounds, 0.17% hits;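 active means activation at or above 40% of the spot to cytoplasm intensity ratio, with at least 20 cells analyzed; inconclusive means wells under 20 cells, flagged as cytotoxic or low count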;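 further: 0% = DMSO without peptide and 100% = 100 nM NTR1 peptide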
Target sequence (P30989 whole entry, looked up): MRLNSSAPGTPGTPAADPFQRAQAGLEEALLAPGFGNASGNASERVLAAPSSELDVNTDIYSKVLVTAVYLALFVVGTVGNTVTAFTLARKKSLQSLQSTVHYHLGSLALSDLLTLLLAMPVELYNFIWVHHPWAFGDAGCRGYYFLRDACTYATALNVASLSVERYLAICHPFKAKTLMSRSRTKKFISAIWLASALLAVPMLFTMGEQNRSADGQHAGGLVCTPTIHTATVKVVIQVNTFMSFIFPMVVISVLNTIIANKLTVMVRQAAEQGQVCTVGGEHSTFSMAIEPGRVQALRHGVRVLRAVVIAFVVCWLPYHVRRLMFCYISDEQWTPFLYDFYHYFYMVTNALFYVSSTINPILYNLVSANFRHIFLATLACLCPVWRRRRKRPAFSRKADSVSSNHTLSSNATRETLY
T cell HTS vesicle-bound %: second read-out of T cell HTS, no call of its own (marks repeat the call); double positive events, %; measured here: CD8+ vesicle-bound cell fraction;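 binding gate set so that unloaded-vesicle control wells show 10% double positive cells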
NTR1 ag cell count 20 µM: further read-out of NTR1 ag, marked with its call; cell count; measured here: cell count, cytotoxicity flag
* = called active by the depositor; i = inactive; ? = inconclusive; / = not tested or not shown; [ ] = remark or other dose.

SMILES	RSV CPE inhibition	T cell HTS	T cell HTS vesicle-bound %	PhoP inhibition	UTI89 phage lysis	NS5 inhibitors	West Nile antiviral	Rac1 GTP hydrolysis	Large T inhibition	NTR1 ag	NTR1 ag cell count 20 µM
CCOc1ccc(C(=O)COC(=O)Cc2n[nH]c(=O)c3ccccc23)cc1	0.2%	i	33	-7%	0.7%[50 µM]	4%	/	1%	13%	1.1	73
CCN1CCN(c2nnc(-c3ccccc3)c3ccccc23)CC1	0.6%	i	16	8%	0.9%[50 µM]	1%	-0.4%	8%	4%	-0.6	74
CCOC(=O)c1c(C2CC2)csc1NC(=O)COC(=O)c1ccc[n+]([O-])c1	8.2%	i	3	18%	1.6%[50 µM]	-10%	-0.8%	8%	-12%	6.9	34
C[C@H]1CN([C@@H](C)CO)C(=O)Cc2cc(NS(=O)(=O)c3cccs3)ccc2O[C@H]1CN(C)S(=O)(=O)c1cn(C)cn1	/	i	28	/	1.9%	-6%	/	8%	/	-0.2	64
Cc1nn(-c2ccccc2)c(C)c1C(=O)OC(C)C(=O)NC1CCCCC1 (stereo not given)	/	i	13	/	3.6%	-4%	/	-4%	/	-1.3	49
NC(=S)c1cc2cc(Cl)ccc2oc1=O	/	i	31	/	/	/	-0.4%	/	11%	0.9	54
O=C(NCCc1ccccc1)c1ccncc1	/	/	/	8%	/	/	0.0%	/	7%	-2.5	75
O=C(Nc1cccc(Cl)c1)c1nc[nH]c1C(=O)N1CCN(c2ccccc2)CC1	0.3%	i	41	/	0.5%	8%	/	2%	/	1.2	64
CN(C)S(=O)(=O)c1ccc(Cl)c(NC(=O)COC(=O)CC(NC(N)=O)c2ccc(Cl)cc2)c1 (stereo not given)	1.1%	i	44	/	0.7%	-2%	0.1%	7%	15%	2.1	57
Cc1cccc(CCNC(=O)Cc2ccc(NC3=NC4CS(=O)(=O)CC4S3)cc2)c1 (stereo not given)	1.2%	i	39	/	0.8%	-3%	0.2%	4%	-1%	2.5	42
O=C(N/N=C/c1cnc(N2CCCCC2)s1)c1ccc(Cl)cc1	2.5%	i	30	-1%	0.4%	1%	0.3%	8%	3%	0.7	35
COCC(=O)Oc1c(S(=O)(=O)c2ccc(C)cc2)c(C)nn1-c1ccccc1	1.2%	i	59	-3%	0.0%	/	0.3%	13%	9%	1.3	75
Cc1ccc(S(=O)(=O)Nc2ccc(Cl)cc2C(=O)c2ccc(F)cc2)cc1	10%	i	29	7%	-2.8%	-7%	-2.0%	3%	2%	5.1	47
COc1ccc(Cl)cc1NC(=O)CN(C)Cc1ccc(OC)c(OC)c1	0.5%	i	32	3%	-0.2%	-1%	-0.5%	23%	-5%	-0.4	63
CCN(CC)C(=O)CN1C(=O)C(=O)c2ccccc21	-0.2%	i	47	-1%	1.2%	-1%	0.1%	7%	8%	1.5	41
COc1ccc(CNC(=O)CN(CC2CCCO2)C(=O)CNS(=O)(=O)c2ccc(C)cc2)cc1 (stereo not given)	2.8%	i	15	9%	-0.1%	-5%	0.0%	4%	0%	0.3	57
COc1ccc(C(=O)NCC(=O)OCC(=O)Nc2sccc2C#N)cc1OC	2.2%	i	12	3%	-0.2%	-5%	0.6%	7%	5%	-0.1	50
COc1ccc(/C=N/NC2=NS(=O)(=O)c3ccccc32)cc1	0.3%	i	47	-5%	0.2%	-5%	0.8%	11%	23%	0.4	89
COc1ccc(S(=O)(=O)N2CCCC(C(=O)N3CCOCC3)C2)cc1C (stereo not given)	0.6%	i	39	-2%	0.5%	2%	-0.3%	4%	-1%	1.1	56
COc1ccc(C(=O)C2CCN(C(=O)c3ccc(OC)cc3)CC2)cc1	6.1%	i	11	-6%	1.3%	-4%	-1.5%	16%	10%	2.2	68

Entries from the list above that have a Cl atom, in the order listed:
SMILES	RSV CPE inhibition	T cell HTS	T cell HTS vesicle-bound %	PhoP inhibition	UTI89 phage lysis	NS5 inhibitors	West Nile antiviral	Rac1 GTP hydrolysis	Large T inhibition	NTR1 ag	NTR1 ag cell count 20 µM
NC(=S)c1cc2cc(Cl)ccc2oc1=O	/	i	31	/	/	/	-0.4%	/	11%	0.9	54
O=C(Nc1cccc(Cl)c1)c1nc[nH]c1C(=O)N1CCN(c2ccccc2)CC1	0.3%	i	41	/	0.5%	8%	/	2%	/	1.2	64
CN(C)S(=O)(=O)c1ccc(Cl)c(NC(=O)COC(=O)CC(NC(N)=O)c2ccc(Cl)cc2)c1 (stereo not given)	1.1%	i	44	/	0.7%	-2%	0.1%	7%	15%	2.1	57
O=C(N/N=C/c1cnc(N2CCCCC2)s1)c1ccc(Cl)cc1	2.5%	i	30	-1%	0.4%	1%	0.3%	8%	3%	0.7	35
Cc1ccc(S(=O)(=O)Nc2ccc(Cl)cc2C(=O)c2ccc(F)cc2)cc1	10%	i	29	7%	-2.8%	-7%	-2.0%	3%	2%	5.1	47
COc1ccc(Cl)cc1NC(=O)CN(C)Cc1ccc(OC)c(OC)c1	0.5%	i	32	3%	-0.2%	-1%	-0.5%	23%	-5%	-0.4	63

(next part)
SMILES	RSV CPE inhibition	T cell HTS	T cell HTS vesicle-bound %	PhoP inhibition	UTI89 phage lysis	NS5 inhibitors	West Nile antiviral	Rac1 GTP hydrolysis	Large T inhibition	NTR1 ag	NTR1 ag cell count 20 µM
C=CCO/N=C/C1C(=O)CC(C)(C)CC1=O	0.7%	i	52	7%	0.0%	-6%	0.4%	-13%	-3%	-1.4	81
Cn1c(=O)cc(SCC(=O)N2CCOCC2)c2ccc(Cl)cc21	0.8%	i	10	28%	0.4%	-3%	0.4%	1%	2%	-0.2	93
CCCCn1c(C(C)NC(=O)c2cccs2)nc2ccccc21 (stereo not given)	5.3%	i	51	-3%	0.2%	-8%	-1.7%	2%	4%	2.0	77
CCN(Cc1cnn(C)c1)C(=O)CC1C(=O)NCCN1Cc1cccc(OC)c1OC (stereo not given)	0.3%	i	57	-8%	0.1%	-2%	0.8%	0%	19%	0.5	67
COc1cc2cc(CN(Cc3cccnc3)C(=O)Nc3ccccc3)c(=O)[nH]c2cc1OC	1.9%	i	24	-4%	0.3%	-3%	0.2%	14%	29%	1.1	33
Cc1ccc(N2CCOCC2)c2c1C(=O)c1ccccc1C2=O	?	i	27	7%	-0.2%	1%	0.0%	13%	16%	2.4	44
O=C(NC1CCCC1)c1cc2c(ccc3ccccc32)o1	1.9%	i	29	-1%	0.2%	-6%	-0.2%	12%	-3%	5.1	50
CCCc1[nH]nc2c1C(c1ccc(O)cc1OCC)C(C#N)=C(N)O2 (stereo not given)	1.2%	i	13	5%	-0.2%	7%	0.7%	8%	29%	3.5	44
CCCS(=O)(=O)N1CCN(Cc2ccccc2OCC)CC1	0.2%	i	17	4%	-0.3%	-3%	-0.6%	14%	2%	-1.4	75
COCCNC(=S)NC1CC2CCCC(C1)N2Cc1ccco1 (stereo not given)	-0.9%	i	60	3%	0.6%	-7%	-0.6%	7%	8%	0.2	55
O=C(CSc1nc2ccccc2c(=O)n1Cc1ccco1)N1CCCC1	3.9%	i	56	8%	0.1%	5%	-0.4%	5%	3%	0.3	82
O=C(Nc1ccon1)c1ccc(OC2CCCC2)cc1	3.3%	i	39	0%	2.2%[50 µM]	-4%	-0.1%	6%	1%	1.1	64
CC(C)(C)NC(=O)c1ccc2nsnc2c1	2.0%	i	16	-2%	4.4%	-7%	-0.1%	2%	5%	-0.8	52
CCn1nc(C)c(CNC(=O)Nc2ccc3c(c2)OCO3)c1C	3.2%	i	4	-12%	0.1%	-10%	-1.0%	4%	3%	-0.2	56
COc1cccc(OCc2cc(C(=O)NC(C)c3cnn(C)c3C)no2)c1 (stereo not given)	1.0%	i	18	-1%	0.0%	-4%	-0.5%	-10%	7%	1.0	72
CC(CCC(C)OC(=O)c1ccccc1C(=O)O)OC(=O)c1ccccc1C(=O)O (stereo not given)	1.5%	i	8	5%	0.2%	-9%	0.5%	9%	2%	0.7	47
COc1cc(/C=N/NC(=O)c2ccncc2)ccc1OCCN1CCCCC1	0.8%	i	42	-4%	1.8%[50 µM]	6%	0.8%	14%	11%	3.1	50
Cc1cc(C)cc(OC(=O)CCN2C(=O)c3ccccc3C2=O)c1	1.5%	i	23	-3%	0.2%	-2%	-0.4%	2%	-1%	2.5	52
O=C(c1ccc(Oc2ccc([N+](=O)[O-])cc2)cc1)N1CCCCCC1	1.3%	i	60	-2%	-0.2%	-7%	-1.7%	12%	4%	1.5	51
COC(=O)c1c(C)[nH]c(C(=O)CSc2ncnc3sc(-c4ccccc4)cc23)c1C	3.6%	i	19	8%	0.0%	-6%	-1.4%	-1%	-3%	-0.2	82
COc1ccccc1N1CCN(S(=O)(=O)CCNC(=O)C2CCCCC2)CC1	0.7%	i	51	-4%	-0.3%[50 µM]	-6%	/	-1%	3%	-0.2	42
COc1ccc(N2CCN(C(=O)COC(=O)c3ccco3)CC2)cc1	0.0%	i	5	8%	0.1%	-6%	0.1%	20%	10%	0.1	57
O=C(O)c1c2c(nc3ccccc13)/C(=C/c1ccccc1[N+](=O)[O-])CCC2	-0.9%	i	33	-2%	0.4%	-1%	0.1%	7%	5%	2.1	54
CC(=O)Oc1ccc(C(=O)Nc2ccc3c(c2)OCCO3)cc1	-0.1%	i	35	-9%	-1.0%	10%	-0.9%	17%	5%	-0.6	63
CC1CC(=O)NN=C1c1cccs1 (stereo not given)	6.1%	i	18	1%	-0.2%	-2%	0.8%	8%	3%	-0.4	60
O=C1C=CN(Cc2ccccc2)C(c2ccccc2)C1 (stereo not given)	/	i	27	/	0.0%	4%	/	6%	/	2.7	47
O=C(O)CCCC(=O)N1CCN(C(c2ccccc2)c2ccccc2)CC1	1.6%	i	60	13%	0.0%	-8%	0.0%	0%	10%	-0.7	95

Screens deposited in PubChem BioAssay by several laboratories.
